MITF act: increases MITF-driven TRPM1 promoter luciferase signal; SK-MEL-5 TRPM1-promoter luciferase, 24 h; % of positive control, neutral wells = 0; activation, % at 12.5 µM; actives 0.75% (n = 300,000); AID 588334;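 active = mean activation of at least 80% with every replicate also reaching 80%; inconclusive = mean reaches 80% but some replicate falls short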;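 also: 0% = neutral control wells and 100% = parthenolide positive control wells; values of inactives mirror those of a sister screen read the other way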
CAL PDZ FP-1: blocks peptide binding to the human CAL PDZ domain. actives 0.92% (n = 300,000). purified CAL PDZ, TMR-peptide fluorescence polarization, 1 h. AID 602252. inhibition, % at 24.9 µM. Q9HD26;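 active = mean inhibition of at least 30% with at least half of replicates also reaching 30%; inconclusive = no clear call, values can overlap the other calls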;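 also: 0% = DMSO neutral control and 100% = excess unlabeled competitor peptide PRC23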
dFosB act: activators of mouse delta FosB homodimer; actives 0.99% (n = 340,000); activation, % at 25 µM; P13346; purified delta FosB, TAMRA-CDK5 oligo fluorescence polarization; percent of positive-control signal above neutral wells;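 active = mean activation above about 17%, with every replicate also reaching it, limit read from the data, passing the limit was not always enough; inconclusive = only one of the two conditions met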;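 also: fluorescence polarization rise as delta FosB binds a TAMRA Cdk5 AP-1 oligo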
Target sequence (P13346 whole entry, looked up): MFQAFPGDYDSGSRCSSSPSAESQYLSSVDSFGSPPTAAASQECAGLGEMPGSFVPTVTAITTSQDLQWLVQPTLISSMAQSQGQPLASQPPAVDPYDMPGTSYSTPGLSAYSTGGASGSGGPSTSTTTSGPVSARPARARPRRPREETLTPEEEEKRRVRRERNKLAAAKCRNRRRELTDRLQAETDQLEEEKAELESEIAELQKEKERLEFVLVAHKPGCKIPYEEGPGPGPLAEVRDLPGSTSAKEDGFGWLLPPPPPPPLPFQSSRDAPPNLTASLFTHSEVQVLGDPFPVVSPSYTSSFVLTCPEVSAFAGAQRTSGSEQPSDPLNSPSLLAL
Tat export inh: blocks Tat-dependent protein export in E. coli; inhibition, % at 10 µM; E. coli MC4100 TorA-mCherry Tat export, fluorescence; actives 0.036% (n = 340,000);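 active = mean replicate inhibition at least 50% and at least half of replicates individually reaching 50%; inconclusive = only one of the two criteria met; inactive = neither criterion met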;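 also: exported cargo escapes ClpAP degradation while cytoplasmic cargo is degraded and loses fluorescence; 0% = median of neutral control wells and 100% = median of NaSCN control wells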
CDK5 inh: inhibitors of human CDK5/p35 kinase | actives 0.01% (n = 330,000) | AID 488839 | Q00535+Q15078 | Recombinant CDK5/p35, ADP-Glo luminescence, 60 min | inhibition, % at 10 µM;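 active = highest replicate inhibition of at least 50% and at least 75% of replicates reaching 50%; inconclusive = only one of the two criteria met; inactive = both criteria failed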;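 also: plate controls were DMSO neutral control for no effect and GW8510 at 10 µM for full effect; many of its hits are not listed in these tables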
Target sequence (Q00535 whole entry, looked up): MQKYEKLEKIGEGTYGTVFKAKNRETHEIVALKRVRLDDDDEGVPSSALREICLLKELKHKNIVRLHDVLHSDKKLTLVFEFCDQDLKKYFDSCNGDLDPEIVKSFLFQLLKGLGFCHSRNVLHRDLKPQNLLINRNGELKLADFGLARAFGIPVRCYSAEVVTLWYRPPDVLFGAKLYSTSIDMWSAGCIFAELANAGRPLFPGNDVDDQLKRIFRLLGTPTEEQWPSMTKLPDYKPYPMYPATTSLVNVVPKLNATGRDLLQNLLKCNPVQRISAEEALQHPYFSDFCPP
Target sequence (Q15078 whole entry, looked up): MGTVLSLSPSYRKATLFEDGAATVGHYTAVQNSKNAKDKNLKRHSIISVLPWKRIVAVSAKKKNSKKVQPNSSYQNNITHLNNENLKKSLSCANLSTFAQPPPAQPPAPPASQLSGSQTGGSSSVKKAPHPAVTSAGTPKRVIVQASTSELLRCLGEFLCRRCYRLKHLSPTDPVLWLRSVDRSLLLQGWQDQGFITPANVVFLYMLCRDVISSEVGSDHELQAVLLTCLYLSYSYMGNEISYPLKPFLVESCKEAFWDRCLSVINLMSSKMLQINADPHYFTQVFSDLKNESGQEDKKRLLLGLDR
Wnt bcat act: Wnt/beta-catenin pathway activation | actives 1.2% (n = 300,000) | Wnt/beta-catenin reporter cell assay, activator, plate reader | AID 743398 | activation, % at 9.35 µM; in the data active = activation above about 30%, passing the limit was not always enough; inconclusive = no clear call, values can overlap the other calls;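 also: 0% = neutral control wells and 100% = positive control wells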
Rtt109 Vps75: blocks Candida albicans Rtt109/Vps75 acetyltransferase activity; actives 0.16% (n = 330,000); inhibition, % at 34.9 µM; purified Rtt109/Vps75, ThioGlo CoA-SH fluorescence, 4 h; AID 540336;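 active = inhibition of at least 50% in every replicate; inconclusive = best replicate reaches 50% inhibition but some replicates fall short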
V-ATPase pH: alters yeast V-ATPase proton transport | S. cerevisiae, pHLuorin cytosolic pH fluorescence | response, % at 10 µM | actives 0.37% (n = 350,000) | AID 504577; in the data active = response mostly above about 7.3%, no sharp cut-off; inactive = mostly below about 5.4%; also: actives read high; inactives centre near 0; some compounds called inactive have numbers as strong as hits
cardiac RTF act: cardiac RTF calcium sensitization; P19429+P45379; IANBD-labeled TnC RTF fluorescence at EC20 calcium; 0% EC20 calcium, 100% full calcium; activation, % at 7.2 µM; actives 0.24% (n = 340,000); AID 493008;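 active = activation above the mean over all tested compounds plus 3 SD, cut at about 30% in these data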;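 also: rise in fluorescence read as greater calcium sensitivity of cardiac thin filaments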
CAL PDZ FP-2: blocks peptide binding to human CAL PDZ domain. Q9HD26. purified CAL PDZ, TMR-peptide fluorescence polarization, 1 h. inhibition, % at 20 µM. actives 0.02% (n = 330,000). AID 504414;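 active = highest replicate inhibition of at least 40%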;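 also: plate controls were DMSO neutral control wells for no effect and unlabeled competitor peptide control wells for full effect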
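Test system: tagged CAL PDZ domain / Buffer or medium: sodium phosphate/NaCl buffer pH 7.4 with TCEP, IgG, Thesit / Reagent: TMR-labelled reporter peptide T*-PRC34 bound in PDZ groove / Compound dosing: single point, 20 µM / Schedule: 1 h incubation at room temperature before polarization reading / Technique: fluorescence polarization (mP) / Benchmarks: unlabelled peptide, DMSO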
Starred values were filed as active, the others as inactive; ? = inconclusive; . = no result given; & = joins results of further samples. Only part of the results is shown; the hit share may differ from the screen's.

SMILES	MITF act	CAL PDZ FP-1	dFosB act	Tat export inh	CDK5 inh	Wnt bcat act	Rtt109 Vps75	V-ATPase pH	cardiac RTF act	CAL PDZ FP-2
Cc1nc2ccccn2c1P(=S)(N1CCCCC1)N1CCCCC1	2	-3	-15	5	-1.7	.	14	-1	-4	-2.4
CNc1cc(Cl)c2nonc2c1[N+](=O)[O-]	-96	-5	-1	-37	-2.0	5	3	10	3	0.0
COc1ccc(C(O)P(=O)(Oc2ccccc2)Oc2ccccc2)cc1 (centres undefined)	-3	-6	-9	15	9.2	-1	-7	-3	-6	-0.5
C[C@H]1CCC/C=C/[C@@H]2C[C@H](O)C[C@H]2[C@H](O)/C=C/C(=O)O1	-81&-80	-5&-8	-2&1	9&-16	0.6&0.0	-22&-19	-1&-5	-2&-6	-1&-5	0.4&-0.4
Oc1ccc2c3c1OC1c4[nH]c5ccccc5c4C[C@@]4(O)C(C2)N(CC2CC2)CC[C@]314 (some centres undefined)	13	0	-3	-8	-0.3	0	0	-1	-2	0.5
c1ccc(CCN2CCCCC2)nc1	6	-6	-2	0	-0.8	-6	15	-5	-3	0.1
CC12Cc3cn[nH]c3C=C1CCC1C2CCC2(C)C1CCC2(C)O (centres undefined)	-14	.	-3	7	-0.7	-3	-12	2	-5	-2.3
O=[N+]([O-])c1ccc(C(c2ccc([N+](=O)[O-])cc2)c2ccc([N+](=O)[O-])cc2)cc1	-8	19	-4	4	0.4	-5	-9	2	4	-0.4
COC(=O)C1=C(c2ccc(-c3ccccc3)c(F)c2)C[C@@H]2CC[C@H]1N2C(=O)N1CCCC1	-13	-2	-9	12	-2.8	-5	7	-2	0	-0.9
C=CCN1C(=O)/C(=C/c2ccc3c(c2)CCCN3CCC)C(=O)NC1=S	-7	-2	6	-7	0.4	.	4	-5	0	0.5
S=P(NCCNP(=S)(N1CC1)N1CC1)(N1CC1)N1CC1	-4	-3	-6	-1	0.2	-5	13	-1	3	-0.1
O=[N+]([O-])c1ccccc1CCl	-13	-2	2	2	-0.4	4	-16	-3	-3	0.0
COc1ccccc1CCNCc1cccc(C(F)(F)F)c1	5	.	0	5	1.8	-4	-2	-4	-2	0.4
COC(=O)C1=C(c2ccc(S(C)(=O)=O)cc2)C[C@@H]2CC[C@H]1N2C(=O)NCCS(C)=O (some centres undefined)	2	1	4	-7	-1.7	-1	0	3	0	0.9
O=P(NS(=O)(=O)c1ccc(Br)cc1)(Oc1ccccc1)Oc1ccccc1	-6	0	0	4	11	1	16	1	7	-0.3
CCCN1CCc2cc(O)cc3c2[C@H]1Cc1ccc(O)c(O)c1-3	1	12	5	-1	-1.2	3	6	2	-5	1.0
COc1ccc(CN2CCNCC2)c(OC)c1OC	-1&-4	-5&-2	8&-11	0&-4	0.2&0.5	-1&-1	-7&2	-2&0	4&7	1.2&-0.6
CC(C)N(C(=O)CCl)c1ccccc1	-38	-3	-2	-15	0.9	-3	2	-3	1	-0.5
CC(=NCCC1=CCCCC1)c1c(O)[nH]c(=O)[nH]c1=O	2	-1	8	-2	-0.1	.	-5	-2	2	-0.8
CCCC(C)n1[nH]c(=O)c2c1NC(=O)CSC2c1ccc(OC)c(OC)c1 (centres undefined)	4	-4	-2	-5	1.1	-1	0	1	3	-0.8
O=C(COc1ccc(Cl)cc1)N(c1ccccc1Cl)C1CN2CCC1CC2 (centres undefined)	.	-3	-4	12	-0.9	-3	12	4	-4	-1.0
CCOC(=O)c1c(/N=C/c2c(O)n(-c3cccc(C)c3)c(=O)[nH]c2=O)sc2c1CCCC2	11	-1	-7	2	-0.1	-4	-1	-3	-3	0.6
O=C1CC(N2CC=C(c3ccccc3)CC2)C(=O)N1c1ccc(F)cc1 (centres undefined)	2	.	-5	-12	0.1	1	8	3	4	-0.1
C=CCN1C(=O)NC(=O)/C(=C/c2ccc(N(C)C)c(Br)c2)C1=O	-7	-1	1	17	-1.2	1	-3	1	2	-0.9
CC(=Nc1ccc2c(c1)CCC2)c1c(O)n(-c2ccccc2)c(=O)[nH]c1=O	18	1	-1	7	0.0	3	-5	0	2	-1.2

More compounds follow:
SMILES	MITF act	CAL PDZ FP-1	dFosB act	Tat export inh	CDK5 inh	Wnt bcat act	Rtt109 Vps75	V-ATPase pH	cardiac RTF act	CAL PDZ FP-2
COCCNC(=O)CN1C2CCC1CC(O)(c1cccnc1)C2 (centres undefined)	.	1	1	-7	-0.5	2	-2	-2	2	-0.7
CC(C)CNC(=O)/C=C/C=C/CCCCCC/C=C/c1ccc2c(c1)OCO2	-2	-2	10	8	-0.8	-1	-6	-1	4	0.9
Cc1ccc(C)c(C2(O)CC(C)N(C)CC2C)c1 (centres undefined)	14	-1	9	5	-0.2	.	6	1	-2	-0.4
O=[N+]([O-])c1ccc(CN2CC=C(c3ccccc3)CC2)cc1	-5	-2	-2	-10	-1.4	.	-23	2	-3	-4.2
C[C@H]1C(=O)O[C@@H]2CCN3CC=C(COC(=O)[C@](C)(O)[C@]1(C)O)[C@H]23	17	-1	3	-4	0.6	3	-12	5	-6	-0.1
COc1ccc(CNC(=O)CCC(=O)N2C[C@H]3C[C@H](C2)c2cccc(=O)n2C3)cc1OC	7	-1	-8	3	0.3	0	0	-2	2	0.6
CC(=O)OC1C2CCCC1C(N1CCCC1)CC2 (centres undefined)	-9	-6	5&1	0&3	-0.2&-0.4	-2	-6&-8	3&2	-2&-3	-0.5&0.2
Cc1nn(Cc2ccccc2)c(C)c1C(=O)NC1CCCc2ccccc21 (centres undefined)	4	-4	-13	11	1.3	-3	13	0	-4	-0.9
COC(=O)C1=C(c2cccc(C#N)c2)C[C@@H]2CC[C@H]1N2C(=O)NCCc1ccccc1	-6	2	0	-14	-0.5	-1	-18	-5	-2	0.4
O=C(NCCCN1CC1)Nc1cccc2ccccc12	2	-3	-5	-5	0.9	-4	-1	3	-2	-0.8
C[C@]12CCC3C(CC[C@H]4C[C@@H](O)CC[C@]34C)C1CC[C@@H]2O (some centres undefined)	-5	-3	6	5	-1.5	-4	7	7	-7	-1.2
O=C1CC(=O)N(Cc2ccccc2)C(=S)N1	-12	-4	10	-7	-20	1	10	3	-4	-2.1
CCOC(=O)c1c(C)n(Cc2ccccc2)c2ccc(OCC(O)CN3C(=O)CNC3=O)cc12 (centres undefined)	-5	0	-10	3	1.1	-2	2	-1	1	-1.1
CC[N+]12CCC(CC1)C(=C(c1ccccc1)c1ccccc1)C2	-8	0	-1	-5	-0.5	.	2	3	8	0.8
CC(C)C/C(=N/O)c1c[nH]c2ccccc12	-18	-3	4	-6	-0.8	.	7	3	-6	-0.2
COc1ccc(C2(C#N)CCN(C)CC2)cc1	1	4	0	-9	1.2	1	4	-2	3	-0.3
Cn1cccc1C1CCCN1CC(=O)Nc1ccc(C#N)c(Cl)c1 (centres undefined)	-3	-4	-12	-1	-0.7	-4	-4	4	11	-0.8
COc1ccc(/C=C2\C(=O)NC(=O)N(CCC3=CCCCC3)C2=O)c(OC)c1	-2	-6	-11	2	0.1	-7	4	0	4	-2.2
C[n+]1c(-c2ccccc2)sc2ccccc21	-15	-3	0	31	1.5	12	4	-1	0	-0.7
CN1C(=O)C(=Cc2ccccc2OCCOc2ccc([N+](=O)[O-])cc2)C(=O)N(C)C1=O	4	2	-1	-1	-1.4	-1	-2	1	6	-0.6
Cc1ccc(C(C)C)c(OCC(=O)N2CCN(CC(=O)N3CCOCC3)CC2)c1	1	-2	-6	-2	-2.2	1	10	8	2	-0.9
COc1ccc(N2C(=O)/C(=C/c3ccco3)C(=O)NC2=S)cc1	-1	0	-17	-7	-11	2	2	9	-18	0.8
O=C(Cn1cc(C=C2C(=O)NC(=O)NC2=O)c2ccccc21)NCC1CCCO1 (centres undefined)	4	-5	-6	-9	-1.6	-3	8	-1	-6	-1.1
CS(=O)(=O)c1ccc(C(=O)N2CCC(C(=O)O)(c3ccccc3)CC2)cc1	.	0	-1	-6	-0.5	-3	-7	2	-5	0.2
C=CCn1cc(C=C2C(=O)NC(=O)NC2=O)c2ccccc21	-8	-3	-32	-12	0.1	-2	-8	2	-3	-1.4

The list goes on:
SMILES	MITF act	CAL PDZ FP-1	dFosB act	Tat export inh	CDK5 inh	Wnt bcat act	Rtt109 Vps75	V-ATPase pH	cardiac RTF act	CAL PDZ FP-2
O=c1[nH]c(=O)n(Cc2ccc(F)cc2)c(O)c1C=NCCCN1CCOCC1	.	0	0	-6	-0.7	.	0	1	-2	-3.4
Cc1cc(C)cc(N2C(=O)NC(=O)/C(=C\C=C\c3ccco3)C2=O)c1	-94	-4	-8	4	0.4	10	-3	2	6	-1.5
O=C(Cn1c(=S)[nH]c2ccccc2c1=O)N1CCC2(CC1)OCCO2	.	-1	1	9	0.2	-2	-1	0	1	-0.7
S=P(Nn1cnnc1)(c1ccccc1)c1ccccc1	-4	-1	-2	-1	-2.1	-2	4	1	0	-1.4
O=C1CC[C@@]2(O)[C@H]3Cc4ccc(O)c5c4[C@@]2(CCN3CC2CC2)[C@H]1O5	-3	-3	6	?	1.4	-4	12	-2	2	0.0
CCOP(=O)(OCC)C(O)c1ccc(OC)cc1OC (centres undefined)	1	-4	5	2	-1.5	-2	10	1	-2	-0.1
CCC(C)(C)n1nnnc1CN1CCC(n2c(C)nc3cc(C(F)(F)F)ccc32)CC1	-6	-8	-4	12	0.0	.	7	-1	-16	.
COC(=O)[C@@H]1[C@@H](C(=O)OC)C2(c3ccccc3-c3ccccc32)N(c2ccc(Cl)cc2)N1C#N	-93	-2	-13	-1	0.7	.	-10	-5	-9	-1.1
Cc1ccc(OP2(=O)Nc3cc(C)c(C)cc3S2)cc1 (centres undefined)	-2	0	-3	-7	0.3	-5	3	7	4	-1.9
CSc1nc(NC(C)C)nc(NC(C)C)n1	9	.	-1	23	1.8	-2	0	-1	0	0.5
CCCCn1c(O)c(C(CC)=NCc2cc(OC)cc(OC)c2)c(=O)[nH]c1=O	-2	.	-29	-2	-0.8	.	1	6	2	-3.5
O=C(COc1ccccc1)N1CCN(C2CC3CCC2C3)CC1 (centres undefined)	11	-2	-4	0	-1.6	.	-8	1	6	.
CCN[C@@H](C)Cc1cccc(C(F)(F)F)c1	-2	-2	-2	-1	-0.3	4	2	0	-1	0.8
CCCCn1c(NC(=O)c2ccc(Br)o2)c(C(=O)OCC)c2nc3ccccc3nc21	7	-8	-13	7	4.6	0	-90	-2	0	-0.5
N#Cc1ccccc1Cn1cc(C(=O)c2ccccc2F)c2ccccc21	3	0	-8	-6	1.3	.	11	1	6	-0.4
O=C(c1cn(Cc2ccccc2)c2ccccc12)N1CCCCC1	3	4	-8	3	-0.8	-3	2	1	-1	-0.4
c1ccc2c(N3CCNCC3)nsc2c1	-23	1	5	0	-0.9	0	0	0	0	0.4
CN(C)C(=O)Oc1noc2cc(Cl)ccc12	.	-2	2	-3	0.9	4	-4	0	1	-0.3
N#CC(C#N)=Cc1ccc(-c2ccccc2F)o1	-5	-2	-4	-3	0.4	6	-3	-2	36*	-1.2
CCCCOc1ccc(CN2CCN(CCO)CC2)cc1	10	0	4	3	0.7	.	6	-2	-1	-1.2
